zVAD death inh: L929 zVAD cell death inhibition; L929 zVAD necroptosis rescue, ATP luminescence, 24 h; with zVAD 60 µM; viability rescue, % at 10 µM; 220,000 tested, 0.38% active; AID 1377;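 active means activation, scaled between plate controls, above about 75%, limit read from the data; inactive means activation under that limit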;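 further: 0% = zVAD with DMSO and 100% = DMSO alone without zVAD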
Thrombin inh: thrombin (human) inhibition; alpha-thrombin, Boc-VPR-AMC fluorogenic substrate cleavage; inhibition, % at 5 µM; 220,000 tested, 0.26% active; AID 1046;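 active means inhibition at or above 40%; inactive means inhibition below 40%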;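 further: 0% = enzyme with no compound and 100% = wells without enzyme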
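signal = AMC fluorescence, 355/460 nm | material = human alpha-thrombin enzyme | control set = enzyme without compound as high, wells lacking enzyme as low | times = reaction at room temperature | read-out basis = percent inhibition scaled between no-compound controls and no-enzyme blanks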
Hck-Nef inh: inhibitors of human Hck kinase activated by Nef; 220,000 tested, 0.68% active; inhibition, % at 20 µM; Recombinant Hck-YEEI plus Nef, Z-Lyte FRET kinase assay;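 active means Hck-Nef kinase inhibition above about 50%, limit read from the data; inactive means inhibition below that limit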;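 further: 0% = DMSO with Hck plus Nef and 100% = Hck alone without Nef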
Cl transport mod: KCC2 (human) Cl- transport modulation; Q9H2X9; KCC2 cells, thallium flux FluoZin-2 fluorescence; B-score of Tl+ flux slope (higher = more flux/activation; lower = inhibition) at 10 µM; 190,000 tested, 2.2% active; AID 1456;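 active means thallium flux slope and its plate-corrected score both differing from the plate sample mean at a set confidence after two filtering rounds, in either direction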;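 further: slope of fluorescence scaled to starting intensity during 10 to 20 s after thallium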
FXIa inh 1536: inhibitors of human coagulation factor XIa; P03951; purified FXIa, Boc-Glu-Ala-Arg-AMC fluorogenic substrate; inhibition, % at 5 µM; 220,000 tested, 0.14% active;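 active means inhibition of at least 40%; inactive means inhibition below 40%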;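 further: fluorescence of freed AMC excited at 355 nm; 0% = enzyme without compound and 100% = no enzyme blank; many of its hits are not listed in these tables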
FXIIa inh: inhibitors of human coagulation factor XIIa | P00748 | purified FXIIa, Boc-QGR-AMC fluorogenic substrate, 2 h | inhibition, % at 5 µM | 220,000 tested, 0.3% active | AID 800; in the data active means inhibition above about 40%;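 further: 0% = enzyme with no compound and 100% = blank without enzyme; many of its hits are not listed in these tables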
Target sequence (P00748 20-372 limits assumed): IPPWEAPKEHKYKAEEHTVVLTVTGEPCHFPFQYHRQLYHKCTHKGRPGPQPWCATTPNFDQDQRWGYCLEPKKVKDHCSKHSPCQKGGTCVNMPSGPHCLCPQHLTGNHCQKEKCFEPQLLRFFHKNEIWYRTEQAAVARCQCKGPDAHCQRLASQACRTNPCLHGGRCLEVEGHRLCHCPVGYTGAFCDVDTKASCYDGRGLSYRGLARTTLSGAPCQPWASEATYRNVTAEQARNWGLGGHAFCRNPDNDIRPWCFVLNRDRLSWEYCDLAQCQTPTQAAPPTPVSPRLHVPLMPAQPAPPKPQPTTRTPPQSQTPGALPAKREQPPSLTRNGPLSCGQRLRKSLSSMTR
Target sequence (P00748 373-615 limits assumed): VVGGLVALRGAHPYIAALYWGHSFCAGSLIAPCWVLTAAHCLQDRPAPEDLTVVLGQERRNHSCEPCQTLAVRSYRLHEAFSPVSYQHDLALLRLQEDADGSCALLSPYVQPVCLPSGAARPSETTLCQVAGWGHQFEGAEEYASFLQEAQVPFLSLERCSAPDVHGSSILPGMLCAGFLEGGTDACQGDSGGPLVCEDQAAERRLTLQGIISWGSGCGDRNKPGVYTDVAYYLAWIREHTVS
Rad51 HR inh: Rad51 (human) homologous recombination inhibition; inhibition, % at 10 µM; AID 1385; Q06609; 200,000 tested, 0.085% active; hRad51 DNA strand exchange, fluorescence dequenching;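 active means inhibition above 40% at the single screening dose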;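 further: 0% = DMSO control wells and 100% = blanks with heterologous ssDNA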
Target sequence (Q06609 whole entry, looked up): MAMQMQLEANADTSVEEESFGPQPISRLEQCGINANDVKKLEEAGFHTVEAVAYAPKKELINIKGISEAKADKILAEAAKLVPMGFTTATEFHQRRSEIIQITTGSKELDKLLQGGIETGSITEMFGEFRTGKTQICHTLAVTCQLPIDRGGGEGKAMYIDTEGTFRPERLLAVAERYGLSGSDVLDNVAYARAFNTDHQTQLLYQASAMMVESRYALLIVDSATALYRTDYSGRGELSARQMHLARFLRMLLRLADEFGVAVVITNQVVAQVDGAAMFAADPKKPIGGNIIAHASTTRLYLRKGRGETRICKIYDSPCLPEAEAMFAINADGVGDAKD
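Read-out basis: percent inhibition relative to plate controls and blanks / Assay system: human Rad51 nucleoprotein filaments preassembled on unlabelled ssDNA / Timing: filaments 15 min 37 °C, then compound 30 min / Control set: per-plate controls and blanks / Technique: fluorescence dequenching at 485/520 nm / Compound: 10 µM final, single point / Also added: Fluorescein- and BHQ1-tagged 47-mer duplex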
KLK5 inh: inhibitors of human kallikrein 5; Q9Y337; recombinant hK5, fluorogenic AMC substrate cleavage; inhibition, % at 5 µM; 210,000 tested, 0.59% active; AID 873;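 active means inhibition of 40% or more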;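 further: 0% = enzyme controls without compound and 100% = no-enzyme blanks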
TNF death inh: TNF-alpha cell death inhibition in Jurkat FADD-/- cells; AID 463075; activation (protection from cell death), % at 10 µM; 220,000 tested, 0.068% active; Jurkat FADD-/- TNF necroptosis rescue, ATP luminescence, 24 h; 0 = TNF only, 100 = no-TNF cells;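 active means activation, meaning protection from cell death, of at least 50% relative to plate controls; inactive means activation below 50%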;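 further: necroptosis triggered by 40 ng/mL TNF-alpha added together with compound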
An asterisk follows results filed as active; . = not tested or not shown. This is a subset, so the mix of outcomes need not match the whole.

1) CC(OC(=O)c1cc(S(=O)(=O)N(C)c2ccccc2)ccc1Cl)C(=O)Nc1ccc2c(c1)OCCO2 (stereo unspecified)
2) O=C(CCC1CCCCC1)Nc1ccc(S(=O)(=O)Nc2nccs2)cc1
3) CCc1ccc(N2CN(Cc3ccco3)CNC2=S)cc1
4) O=C(Cn1nc(Cc2cccnc2)c2ccccc2c1=O)NCCCN1CCCC1=O
5) CC(=O)CSc1nc2ccccc2s1
6) COCCn1c(SCC(=O)Nc2sc(C)c(C)c2C#N)nnc1-c1ccc(OC)cc1

compound no.,1,2,3,4,5,6
zVAD death inh,1.7,0.1,-0.5,0.7,-0.1,-0.3
Thrombin inh,-4.7,-6.4,-8.6,-6.3,1.4,1.5
Hck-Nef inh,1.3,-3.6,4.6,0.5,0.8,2.0
Cl transport mod,-1.24,0.24,0.000663,.,1.31,-0.527
FXIa inh 1536,-0.1,-21.7,2.0,-0.7,-1.6,-12.2
FXIIa inh,10.2,-3.7,1.8,11.6,11.0,-6.1
Rad51 HR inh,3.0,6.1,10.5,-1.8,-3.9,-4.0
KLK5 inh,-9.8,-6.9,-9.1,-4.8,-8.6,128.1*
TNF death inh,1.8,0.6,0.8,1.1,-0.4,0.5

7) CCCCNCC(=O)Nc1ccc(NC(=O)CNCCCC)cc1
8) O=C(O)CC(NCc1ccco1)C(=O)Nc1cccc(O)c1 (stereo unspecified)
9) O=[N+]([O-])c1ncccc1Oc1nc(-c2cccnc2)nc2ccccc12
10) O=C(c1ccc(C#CC2(O)CCCCC2)cc1)N1CCN(Cc2ccccc2)CC1
11) C/C(CC1CC(COCC(C)C)OC1=O)=N\Nc1nc(-c2ccccc2)cs1 (stereo unspecified)
12) Cc1cc(C)n(CCC(=O)N=Nc2c(O)[nH]c3ccc(Br)cc23)n1

compound no.,7,8,9,10,11,12
zVAD death inh,3.2,-0.1,5.8,4.0,0.0,-0.2
Thrombin inh,-3.4,3.7,-2.8,3.5,-8.4,-5.7
Hck-Nef inh,0.2,21.5,21.1,0.6,-0.6,24.8
Cl transport mod,0.58,.,-0.946,-0.766,.,-0.168
FXIa inh 1536,-4.7,4.9,1.9,4.6,-3.5,2.3
FXIIa inh,6.5,11.7,8.4,17.0,13.3,11.8
Rad51 HR inh,0.1,-1.9,-7.6,4.8,2.0,.
KLK5 inh,7.0,3.0,2.6,-26.0,-17.8,2.4
TNF death inh,3.4,1.8,-1.1,0.6,-5.4,7.5

13) COc1cc(/C=C/c2cc(OC(C)=O)c3ccccc3n2)c(OC(C)=O)c([N+](=O)[O-])c1
14) CC(CN1c2ccccc2Sc2ccccc21)N(C)C (stereo unspecified)
15) Cc1ccc(C)c(C(=O)Nc2c(C(N)=O)oc3ccccc23)c1
16) Cc1ccc(NCc2ccc(O)c3ncccc23)cc1
17) Cc1cc(C)c(OCCCCN(C)C)c(Br)c1
18) C/C(=C\C(=O)c1ccccc1)Nc1ccc2c(c1)OCO2

compound no.,13,14,15,16,17,18
zVAD death inh,-1.4,0.4,1.8,-1.4,0.4,0.3
Thrombin inh,-3.0,.,5.0,6.5,2.3,-0.7
Hck-Nef inh,0.3,-5.8,2.0,19.7,-12.0,4.1
Cl transport mod,-0.301,1.59,.,1.16,-0.0104,-0.794
FXIa inh 1536,-4.8,-0.6,1.7,-1.4,8.6,17.0
FXIIa inh,9.8,3.3,5.2,4.3,9.4,7.4
Rad51 HR inh,6.7,-4.6,-0.1,16.4,-34.1,-3.2
KLK5 inh,4.5,-14.3,14.9,-68.6,-5.7,-5.1
TNF death inh,-7.6,4.7,-0.7,-2.0,2.9,2.5

19) NC(=O)c1ccsc1NC(=O)CCS(=O)(=O)c1ccccc1
20) CN(C)C(=O)c1cc(Br)ccc1Cl
21) O=C(O)CN(c1ccccc1[N+](=O)[O-])S(=O)(=O)c1ccccc1
22) CCC(C)N1C(=O)S/C(=C/c2ccc3c(c2)n(C)c(=O)n3C)C1=O (stereo unspecified)
23) CCOC(=O)c1cc(C#N)c(N2CCCCC2)nc1-c1ccccc1
24) O=C1NCCN1c1ccc(CN2CCN(C3CCCCC3)C(CCO)C2)cc1 (stereo unspecified)

compound no.,19,20,21,22,23,24
zVAD death inh,13.8,-0.1,0.9,2.8,0.5,-0.1
Thrombin inh,-7.6,-0.3,-10.6,-1.9,.,-4.2
Hck-Nef inh,-5.7,1.2,18.2,16.9,2.5,-6.7
Cl transport mod,-0.00754,.,-0.805,-0.133,0.496,0.89
FXIa inh 1536,-0.4,-3.0,0.1,0.3,.,-2.8
FXIIa inh,2.0,5.4,8.7,5.8,.,0.9
Rad51 HR inh,4.0,-4.2,0.2,26.3,1.9,.
KLK5 inh,-6.4,2.0,6.3,2.1,.,.
TNF death inh,3.7,0.2,0.5,-3.6,-3.1,1.2

25) CCCCn1nnnc1NCc1ccc(N2CCCC2)cc1
26) COc1cc(C2C(C#N)=C(N)OC3=C2C(=O)CCC3)cc(OC)c1OC(=O)N1CCOCC1 (stereo unspecified)
27) CCSc1nnc(NC(=O)C2Cc3ccccc3CN2C(=O)c2ccco2)s1 (stereo unspecified)
28) CCOC(=O)c1c(C)[nH]c2ccc(O)cc12
29) CCn1c(CCCOc2ccc(Cl)cc2Cl)nnc1SCC(=O)Nc1cc(F)ccc1C
30) O=C(Nn1cnnc1)c1cccc(S(=O)(=O)N2CCOCC2)c1

compound no.,25,26,27,28,29,30
zVAD death inh,1.5,0.1,2.5,-1.9,1.0,3.2
Thrombin inh,-6.6,-0.2,5.1,-1.1,-1.4,-20.9
Hck-Nef inh,0.5,1.6,9.1,4.3,-1.1,17.7
Cl transport mod,-0.605,.,0.0107,-0.421,-0.707,0.163
FXIa inh 1536,0.4,-6.1,9.3,-0.4,1.4,-5.2
FXIIa inh,-2.1,-4.6,4.4,2.7,12.3,0.6
Rad51 HR inh,.,-6.8,-0.2,-3.5,-18.6,-20.8
KLK5 inh,-4.0,2.7,-5.1,-11.7,-0.6,-5.1
TNF death inh,-0.2,-3.9,-1.1,-1.9,-1.1,1.3

31) CC1(C)CC(=O)C2=C(C1)N(c1ccccc1C#N)C(N)=C(C#N)C2c1cccs1 (stereo unspecified)
32) CCCCCC1CC(CC(=O)Nc2ccc([N+](=O)[O-])cc2)C(=O)O1 (stereo unspecified)
33) Nc1ccc(CSc2ccc(Cl)cc2)cc1
34) CCCn1c(SCC(=O)Nc2cc(S(=O)(=O)N3CCOCC3)ccc2OC)n[nH]c1=O
35) COc1ccc(NC(C)=O)cc1NC(=O)CSc1nnc(-c2ccncc2)n1C
36) CCc1c(C(=O)NC2CCCCC2)[nH]c(C)c1C(C)=O

compound no.,31,32,33,34,35,36
zVAD death inh,-0.9,0.7,-1.2,1.1,1.7,4.4
Thrombin inh,-3.5,-4.8,-0.3,-9.8,-11.3,-0.5
Hck-Nef inh,1.1,1.8,-22.8,4.1,-0.2,1.8
Cl transport mod,.,-0.0114,-1.13,-0.785,.,.
FXIa inh 1536,-11.4,11.2,1.4,-2.1,-10.6,-16.5
FXIIa inh,-1.0,11.2,9.6,-1.8,3.0,11.6
Rad51 HR inh,5.7,.,4.1,7.4,-1.4,5.4
KLK5 inh,-7.9,-16.2,3.1,-8.6,-13.2,7.4
TNF death inh,-2.6,2.7,-7.1,1.0,0.8,0.6

37) CN(C)S(=O)(=O)c1cc(NC(=O)CN2CCc3ccccc32)ccc1Cl
38) CN(C(=O)Nc1cnccc1C(F)(F)F)C1CCCCC1
39) c1ccc(OCc2nn3c(-c4ccccn4)nnc3s2)cc1
40) CCCCOC(=O)Nc1ccc(OC)cc1S(=O)(=O)N1CCOCC1
41) S=C(NCc1cccs1)Nc1ccc(Cl)cc1
42) Cc1cccc(NC(=O)CN(C)S(=O)(=O)c2ccc(Br)cc2)n1

compound no.,37,38,39,40,41,42
zVAD death inh,10.7,0.9,-0.6,-0.1,-0.1,0.1
Thrombin inh,-11.5,2.6,-5.0,2.8,3.6,3.9
Hck-Nef inh,26.8,2.0,1.5,-1.1,-0.7,0.2
Cl transport mod,-0.0687,1.12,-1.1,-3.28*,.,.
FXIa inh 1536,2.4,2.9,-0.1,3.9,8.0,1.0
FXIIa inh,9.3,6.8,1.8,4.6,18.1,15.9
Rad51 HR inh,-1.8,-12.2,8.1,-6.8,-1.2,5.7
KLK5 inh,8.4,-1.1,11.5,4.9,2.9,-4.7
TNF death inh,1.2,0.6,-0.5,-2.1,-2.9,-0.4

43) Cc1cc(Nc2ccc(Br)c(C)c2)n2nc(C)nc2n1
44) COC(=O)C/C=C/[C@@H](C)[C@@H](/C=N/OCC[C@@H]1C=C[C@H](OC(C)=O)[C@@H](COC(C)=O)O1)NS(=O)(=O)c1ccc(C)cc1
45) CC(C)C(=O)NC(CC(=O)O)c1ccccc1 (stereo unspecified)
46) CC(=O)[C@H]1[C@@H]2C(=O)N(c3cccc(Cl)c3)C(=O)[C@@H]2[C@H]2c3ccccc3C=CN21
47) CC1CC(=O)c2cn3c(nc2C1)nc1ccccc13 (stereo unspecified)
48) Cc1ccc2[nH]c(C)c(CCNC(=O)C3CCCCC3C(=O)OCC(F)(F)F)c2c1 (stereo unspecified)

compound no.,43,44,45,46,47,48
zVAD death inh,-0.5,0.9,0.0,0.6,-0.7,0.8
Thrombin inh,1.1,3.1,4.0,8.9,-0.7,-0.6
Hck-Nef inh,0.8,-4.4,18.3,0.5,0.6,6.4
Cl transport mod,-0.752,0.0361,-0.303,.,.,-0.512
FXIa inh 1536,1.8,6.4,-0.8,14.7,2.5,3.9
FXIIa inh,10.1,17.5,7.9,10.5,14.3,13.9
Rad51 HR inh,1.0,.,-2.9,-16.4,-3.1,-3.1
KLK5 inh,-23.5,0.9,-1.0,12.9,4.5,-17.6
TNF death inh,-2.1,2.0,-0.3,0.2,0.1,2.1

49) COC(=O)CSC1=C(C#N)C(=O)NC(c2ccccc2)S1 (stereo unspecified)
50) Cn1c(=O)c2cc(S(=O)(=O)NCCC(=O)NCCc3ccc(Cl)cc3)ccc2n(C)c1=O
51) Cc1ccc(S(=O)(=O)NNC(=O)Nc2ccc(Cl)cc2)cc1
52) CCn1cc(C(=O)N2CCCCC2)c(=O)c2cc(S(=O)(=O)N3CCC(C)CC3)ccc21
53) CCC1COC(c2cccn2Cc2ccccc2Cl)=N1 (stereo unspecified)

compound no.,49,50,51,52,53
zVAD death inh,0.2,-0.1,0.4,-0.1,-1.2
Thrombin inh,-2.5,-7.5,0.2,-1.9,2.6
Hck-Nef inh,-1.9,-0.6,0.1,0.8,11.8
Cl transport mod,.,.,0.263,0.921,-1.02
FXIa inh 1536,-15.7,4.2,11.0,6.0,-4.1
FXIIa inh,12.1,14.6,2.5,22.4,6.6
Rad51 HR inh,-1.7,-7.7,6.2,-6.0,-7.2
KLK5 inh,-2.6,3.5,-2.7,-4.0,-6.8
TNF death inh,-11.1,-2.1,2.0,-1.1,1.1

Some entries already given, reduced to Cl transport mod and TNF death inh:
cpd	structure	Cl transport mod	TNF death inh
49	COC(=O)CSC1=C(C#N)C(=O)NC(c2ccccc2)S1 (stereo unspecified)	.	-11.1
50	Cn1c(=O)c2cc(S(=O)(=O)NCCC(=O)NCCc3ccc(Cl)cc3)ccc2n(C)c1=O	.	-2.1
51	Cc1ccc(S(=O)(=O)NNC(=O)Nc2ccc(Cl)cc2)cc1	0.263	2.0
52	CCn1cc(C(=O)N2CCCCC2)c(=O)c2cc(S(=O)(=O)N3CCC(C)CC3)ccc21	0.921	-1.1

Screening results (PubChem)
